Screening results from PubChem BioAssay.
TRPN1 ag: zebrafish TRPN1 (NompC) channel agonism. 220,000 tested, 0.18% active. activation, % at 3 µM. HEK293 zebrafish TRPN1-YFP, Fluo-8 calcium fluorescence; 100% = response to 87 µM carbachol. AID 1424;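 active = activation above its plate's cutoff, the mean activation of test wells on that plate plus 3 SD, cut at about 19% in these data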;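 note: 0% = DMSO alone and 100% = 87 µM carbachol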
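Assay system: Zebrafish TRPN1-YFP in HEK293 cells | Incubation: Dye loading 1 h at 37 °C, then 30 min room temperature | Measured by: Kinetic Fluo-8 fluorescence, ex 470-495, em 515-575 nm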
S1P4 antagonist: human S1P4 receptor antagonism; 220,000 tested, 0.26% active; inhibition, % at 4.98 µM; AID 1510; O95977; S1P4-expressing cells, antagonist mode, reporter read-out; in the data active = inhibition above about 29%;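 note: 0% = wells stimulated with agonist and 100% = vehicle wells without agonist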
BaF3 tox: counter-screen for JAK2V617F inhibitors: parental Ba/F3 viability inhibitors; CellTiter-Glo ATP luminescence; inhibition, % at 5.6 µM; 220,000 tested, 1.1% active;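 active = inhibition above a per-campaign cutoff, the mean inhibition of all tested compounds plus 3 SD, cut at about 27% in these data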;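 note: 0% = DMSO wells and 100% = JAK Inhibitor I control wells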
EP2 modulator: EP2 receptor (human) modulation | EP2-expressing cells, cAMP HTRF FRET, PGE2 co-stimulation | 260,000 tested, 0.83% active | induction, % at 25 µM;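 active = compounds whose cAMP rise, as percent of the full-agonist control response, exceeds 60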;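 note: rat C6 glioma line stably carrying human EP2 under a CMV promoter; the protocol text gives 20 µM as final concentration; 100% = response of wells given 1 µM PGE2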
Target sequence (P43116 whole entry, looked up): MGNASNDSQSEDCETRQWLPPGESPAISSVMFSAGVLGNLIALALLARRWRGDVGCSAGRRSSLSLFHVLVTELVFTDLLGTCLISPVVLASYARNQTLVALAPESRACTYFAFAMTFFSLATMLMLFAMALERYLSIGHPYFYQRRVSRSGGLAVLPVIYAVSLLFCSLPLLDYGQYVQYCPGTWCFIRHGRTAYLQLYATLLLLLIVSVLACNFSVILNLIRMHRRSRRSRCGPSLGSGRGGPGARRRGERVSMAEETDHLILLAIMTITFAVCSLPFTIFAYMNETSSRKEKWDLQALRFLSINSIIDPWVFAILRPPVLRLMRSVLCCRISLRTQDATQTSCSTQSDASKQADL
TRPML3 agonist: activates the human TRPML3 channel; HEK293 TRPML3-YFP, Fluo-8 calcium fluorescence; 100% = the carbachol control signal; 220,000 tested, 0.29% active; AID 1448; activation, % at 3 µM; Q8TDD5;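 active = activation above its plate's cutoff, the mean activation of the plate's test wells plus 3 SD, cut at about 12% in these data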;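 note: 0% = DMSO only wells and 100% = carbachol wells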
Target sequence (Q8TDD5 whole entry, looked up): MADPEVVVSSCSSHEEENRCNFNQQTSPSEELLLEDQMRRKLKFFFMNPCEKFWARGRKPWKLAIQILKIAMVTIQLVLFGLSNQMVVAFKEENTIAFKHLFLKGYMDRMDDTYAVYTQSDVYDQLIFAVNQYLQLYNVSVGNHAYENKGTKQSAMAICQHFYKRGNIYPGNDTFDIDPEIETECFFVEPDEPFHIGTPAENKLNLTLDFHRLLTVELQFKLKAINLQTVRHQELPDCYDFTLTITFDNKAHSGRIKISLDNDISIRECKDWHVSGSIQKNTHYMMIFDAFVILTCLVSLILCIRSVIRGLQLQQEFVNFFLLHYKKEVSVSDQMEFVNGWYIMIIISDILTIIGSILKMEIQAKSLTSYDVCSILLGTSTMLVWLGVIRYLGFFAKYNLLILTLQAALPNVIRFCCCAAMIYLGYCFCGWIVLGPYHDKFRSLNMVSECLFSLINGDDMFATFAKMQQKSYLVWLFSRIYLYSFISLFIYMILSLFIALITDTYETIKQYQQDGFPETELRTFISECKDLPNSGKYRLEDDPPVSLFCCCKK
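Test system: TRPML3-YFP stable HEK293 cells. Doses: single point at 3 µM. Incubation: dye loading 1 h 37 °C then 30 min ambient, 125 s read. Signal: Fluo-8 calcium dye fluorescence, ex 470-495, em 515-575 nm. Measure: percent activation from peak-to-basal fluorescence ratio, scaled between DMSO and carbachol.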
Calpain2 inh: inhibitors of pig calpain II. 220,000 tested, 0.37% active. AID 1236. inhibition, % at 16 µM. purified calpain II, fluorogenic peptide substrate, 30 min;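 active = inhibition above about 50%, limit read from the data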
PERK inh: human PERK inhibition, primary cell-based screen. Q9NZJ5. CHO PERK-DD fusion, SEAP luminescence translation reporter. inhibition, % at 5.6 µM. 220,000 tested, 0.17% active. AID 1416;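 active = inhibition above the mean inhibition of all tested compounds plus 3 SD, set separately per screening campaign, cut at about 2.9% in these data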;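 note: PERK kinase domain activated by AP20187 dimerizer at 100 nM; 0% = DMSO with dimerizer and 100% = rapamycin at 8.4 µM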
Ba/F3 V617F tox: loss of viability in JAK2V617F-driven Ba/F3 cells. inhibition, % at 5.6 µM. 220,000 tested, 1.1% active. AID 1446. Ba/F3 EpoR-JAK2V617F viability, ATP luminescence;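 active = inhibition above the campaign mean plus 3 SD over all tested compounds, cut at about 24% in these data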;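 note: cytokine-independent growth of Ba/F3 cells driven by EpoR plus mutant JAK2; 0% = DMSO-treated cells and 100% = JAK inhibitor I control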
S1P4 agonist: activates the human S1P4 receptor. O95977. S1P4-expressing cell line, agonist reporter assay. activation, % at 4.98 µM. 220,000 tested, 0.35% active. AID 1509; in the data active = activation above about 11%;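 note: 0% = DMSO vehicle and 100% = reference agonist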
Active calls of the source: *; i = inactive; · = not tested or not shown; & = joins results of further samples.

SMILES	TRPN1 ag	S1P4 antagonist	BaF3 tox	EP2 modulator	TRPML3 agonist	Calpain2 inh	PERK inh	Ba/F3 V617F tox	S1P4 agonist
CN(CC(=O)Nc1ccc(S(=O)(=O)N2CCCC2)cc1)Cc1ccc(Cl)cc1	0.1	-16	-1	10	0.8	11	-0.5	-5	1.8
O=C1C2CC=CCC2C(=O)N1Cc1ccccc1Cl (configuration not stated)	-1.6	-8	1	-10	0.1	1	-0.5	-2	1.7
COc1ccccc1NC(=O)c1nn(-c2cccc(C(F)(F)F)c2)ccc1=O	1.7	-7	5	-1	-0.7	-16	-1.0	2	1.5
O=C(/C=C/c1ccc(Cl)c([N+](=O)[O-])c1)Nc1ccc(N2CCCC2)cc1	0.2	-13	5	27	0.5	-66	0.2	0	1.0
Cc1cc(C)c(NC(=S)N(CCN(C)C)Cc2cccs2)c(C)c1	0.9	4	7	22	1.7	8	-0.1	1	-1.7
CNC(=O)c1[nH]cnc1C(=O)Nc1ccc(OC)cc1	0.9	0	6	-23	0.3	13	0.1	0	-3.4
COc1ccc(-c2[nH]ncc2CN2CCCN(c3ccccc3)CC2)c(F)c1	1.5	-5	8	-22	0.7	-28	-0.3	0	-0.2
CC(C)NC(=O)NNC(=O)Cn1nnc(-c2cccc(Cl)c2Cl)n1	2.2	-7	-6	-36	1.0	-15	1.6	0	-0.9
C[N+](C)(C)CCCC(=O)c1ccc2c(c1)OCO2	-0.2	-14	4	20	0.0	13	0.6	-1	2.2
COc1ccc(N(C(C)C(=O)N/N=C/c2cc(Br)c(C)o2)S(C)(=O)=O)cc1 (configuration not stated)	-1.6	-19	1	9	0.2	1	1.4	-3	0.8

By substructure: the entries above with an NH in an aromatic ring (2)
SMILES	TRPN1 ag	S1P4 antagonist	BaF3 tox	EP2 modulator	TRPML3 agonist	Calpain2 inh	PERK inh	Ba/F3 V617F tox	S1P4 agonist
CNC(=O)c1[nH]cnc1C(=O)Nc1ccc(OC)cc1	0.9	0	6	-23	0.3	13	0.1	0	-3.4
COc1ccc(-c2[nH]ncc2CN2CCCN(c3ccccc3)CC2)c(F)c1	1.5	-5	8	-22	0.7	-28	-0.3	0	-0.2

Additional structures.
SMILES	TRPN1 ag	S1P4 antagonist	BaF3 tox	EP2 modulator	TRPML3 agonist	Calpain2 inh	PERK inh	Ba/F3 V617F tox	S1P4 agonist
CCOC(=O)c1c(C)[nH]c(C(=O)Cn2c(=O)oc3ccccc32)c1C	-0.3	-5	5	-9	-0.3	-9	-0.8	4	-2.4
Cc1ccc(OCC(=O)N2CCN(S(=O)(=O)c3ccccc3)CC2)c([N+](=O)[O-])n1	2.0	-5	3	-10	0.6	8	-0.1	-5	-0.1
O=C(Nc1ccc(S(=O)(=O)NC2CCCC2)cc1)c1cnccn1	3.4	-7	1	11	0.9	9	1.2	2	-1.7
CCOc1ccc(OCC)c(S(=O)(=O)NCCCN2CCOCC2)c1	0.0	-4	-3	24	0.3	13	0.6	-1	0.3
Cc1ccc(Oc2ccc(NC(=O)c3ccco3)cc2)cc1	1.9	-14	3	-5	0.1	25	0.1	3	0.1
CCOc1cccc(/C(O)=C2/C(=O)C(=O)N(CCOC)C2c2ccc(C)o2)c1 (configuration not stated)	0.6	1	0	29	0.8	40	0.5	0	-2.4
Nc1ncnc2c1ncn2CCN1CCCCC1	-0.4	-22	3	9	0.5	-11	0.5	0	0.4
CCOC(=O)c1sc(C)c(C(N)=O)c1NC1=NCCCCC1	0.3	-10	4	21	0.9	-45	0.9	0	-1.3
Cc1ccc2[nH]c3c(c2c1)CCCC3=O	-1.1	-11	0	-28	-0.4	i	0.1	-1	1.6
Cc1ccccc1NC(=S)N(CCN(C)C)C(C)c1ccccn1 (configuration not stated)	0.2	-16	3	-2	-0.3	-5	0.0	-1	1.3
CCC1SC2=NC(C)=C(C(=O)OCCOC)C(/C=C/c3ccccc3OC)N2C1=O (configuration not stated)	-0.9	-11	-1	32	-0.2	-10	-0.8	-8	-1.5
O=C1CC(c2ccccc2)CN1C(=O)c1cncc(Br)c1 (configuration not stated)	-0.3	-11	6	1	1.1	5	0.9	0	0.5
CC(C)(C)c1ccc(/C=N/NC(=O)Cc2c[nH]c3ccccc23)cc1	-0.5	21	0	-10	1.1	-29	1.4	-3	-5.7
COc1ccc(/C=N/NC(=O)CSc2nnc(C)n2-c2ccccc2)c(OC)c1OC	1.9	-15	3	-23	0.1	27	0.9	-3	0.0
CN1CCC(=NNc2ncnc3sc4c(c23)CCCC4)CC1	1.1	-10	8	-27	0.1	-19	0.0	0	0.5
Fc1ccccc1-c1n[nH]c(=S)n1/N=C/c1c[nH]c2ccccc12	-0.6	-10	3	32	0.2	-9	0.0	-1	-1.3
COC(=O)CCC(=O)Nc1ccc(NC(C)=O)cc1	0.4	-4	1	8	0.2	-15	-0.3	-4	-2.0
Cc1ccc(NC(=O)c2ncc(Cl)c(Cl)c2Cl)cc1C	-0.6	-24	3	8	-0.1	-2	1.4	-1	2.6
CCOC(=O)Cn1nnnc1CN(Cc1ccc(OC)cc1)Cc1cc2cc(C)cc(C)c2[nH]c1=O	0.7	-17	7	0	-0.1	-9	0.2	3	0.6
COc1cccc(-c2csc(/C(C#N)=C/Nc3cc4oc5ccccc5c4cc3OC)n2)c1	2.1	-8	6	2	1.6	-100	1.5	0	0.8
C=CCSc1nncn1/N=C/c1ccc(OC)cc1	1.6	1	2	9	0.2	25	-1.2	-2	-1.5
C/C(=N\NC(=O)c1cc(C)oc1C)c1ccc(N2CCOCC2)cc1	-1.0	1	0	-40	-0.6	-18	1.6	-1	1.1
COc1ccc(CCNC(=O)c2ccc(N3CCCC3=O)cc2)cc1OC	0.5	-12	5	6	0.9	11	0.7	4	1.0
Cc1csc(NC(=O)CCc2nc3ccccc3s2)n1	0.9	-8	3	3	0.2	-2	-0.7	3	2.3
CCCSc1nnc(NC(=O)c2ccco2)s1	1.3	-10	12	1	0.9	23	0.6	6	-1.1
COc1cc(OC)cc(C(=O)Oc2ccc(/C=N/Nc3nc4ccccc4s3)cc2OC)c1	0.0	-12	6	20	0.6	-33	1.3	-1	-0.5
CCOC(=O)N1CCN(Cc2nc3c(c(=O)n(C)c(=O)n3C)n2Cc2ccccc2)CC1	0.6	-14	4	-1	0.1	-16	-0.6	-1	2.7
COCCN(CCOC)Cc1cc(=O)oc2cc3c(cc12)CCC3	0.1	14	9	-34	-0.1	6	-0.1	6	-1.9
CCCN1CCN(C(=O)Nc2ccc(C(=O)OCC)cc2)CC1	-0.2	2	3	3	0.6	-14	0.0	2	3.0
Cn1ncc(Cl)c(Oc2ccc(Cl)cc2)c1=O	-0.9	-5	5	24	-0.4	-2	1.2	-4	0.4
Cc1ccc(NC(=S)N2CCN(c3ncccn3)CC2)c(C)c1	0.2	-4	3	0	0.7	-1	-0.7	-3	-0.9
CC(=O)/C(N=Nc1nc2c([nH]1)c(=O)n(C)c(=O)n2C)=C(\C)O	0.9	-11	1	15	-0.5	6	2.2	2	-1.1
CCCOc1ccc(N2C(=O)CC(NCc3cccs3)C2=O)cc1 (configuration not stated)	-1.2	11	3	-33	-0.1	30	0.8	-2	0.0
Cc1cc(-c2nn(-c3ccccc3F)cc2CN2CCCC(CO)C2)c(C)s1 (configuration not stated)	1.3	2	12	-64	0.5	23	0.0	4	-1.7
COc1ccc(-c2nc3cccc(C)n3c2NCC2CCCO2)cc1O (configuration not stated)	3.6	-2	2	-51&21	1.5	i	0.1	-4	1.1
Cc1cc(NS(=O)(=O)c2ccc(NC(=O)CSc3nc4sc(C)c(C)c4c(=O)[nH]3)cc2)no1	0.3	-11	9	33	0.4	-46	0.2	2	0.6
O=C(c1ccccc1)c1ccc(-c2ccc(O)cc2)cc1	0.4	-8	-1	-15	0.1	7	0.7	-1	-0.8
COc1ccccc1NC(=O)Cn1cnc2c(cnn2-c2ccccc2)c1=O	4.5	-25	-2	-32	1.1	5	-0.7	1	0.8
CCn1c(C2CC(=O)N(c3ccc(C)c(C)c3)C2)nc2ccccc21 (configuration not stated)	1.4	-8	4	·	-0.3	·	-0.2	-3	-1.7
CN(C)CCCNC1CS(=O)(=O)CC1O (configuration not stated)	-1.5	2	0	-4&16	0.9	-31	-0.3	-3	-0.4
Cc1ccc(-n2[nH]c(C)c(/C=N/Nc3ccc([N+](=O)[O-])cc3[N+](=O)[O-])c2=O)cc1C	1.6	1	16	-4	-0.3	-1	-0.1	9	0.2
Cc1ccc(O)c(-c2cc(C(=O)NCc3ccc4c(c3)OCO4)[nH]n2)c1	-0.7	-16	8	-67	-0.1	15	0.2	-4	3.5
CNC(=S)NNC(=O)c1c(C)nc2cc(C)ccn12	-0.2	-3	-1	10	0.5	-14	1.2	-1	0.9
COc1ccc(C(C)=O)cc1CSc1nnc(Nc2ccc(C)cc2C)s1	-1.5	-9	4	-9	-0.4	19	-0.3	2	-1.6
Cc1[nH][nH]c(=O)c1C(c1ccc(-c2cccc(C(=O)O)c2)o1)c1c(C)[nH][nH]c1=O	0.7	-11	3	42	-0.5	-42	2.0	-1	0.3
Cc1ccc(C(=O)Nc2ccc3cn[nH]c3c2)cc1S(=O)(=O)N1CCCCC1	-0.5	1	5	-33	0.2	-20	-1.2	0	-0.5
Oc1cc(OCc2ccccc2)ccc1-c1[nH]ncc1-c1ccccc1	0.3	10	-1	-31	1.1	40	0.2	-3	2.4
CC1(C)OC(=O)C(=CNNc2c(Cl)cc(Cl)cc2Cl)C(=O)O1	-0.2	6	-1	-13	0.6	19	2.6	-3	-0.8
CCOC(=O)c1c(C)oc2c1c1c(c3ccccc32)OCN(Cc2ccccn2)C1	-0.9	3	7	7	-0.6	-11	-0.5	3	-1.8
Cc1ccc2cccc(NC3OC(=O)c4ccccc43)c2n1 (configuration not stated)	-0.4	-7	4	13	0.1	-2	2.1	1	-1.1

Continued.
SMILES	TRPN1 ag	S1P4 antagonist	BaF3 tox	EP2 modulator	TRPML3 agonist	Calpain2 inh	PERK inh	Ba/F3 V617F tox	S1P4 agonist
Cc1cc(=O)n(-c2ccc3ccccc3n2)[nH]1	-0.5	-8	6	-1	0.4	17	0.2	1	-0.4
COc1cccc(OC)c1C(=O)NC(=O)Nc1c(F)c(F)c(F)c(F)c1F	0.8	-20	0	-16	0.4	-19	0.1	-2	0.1
CC(=O)Oc1cc2c(C(C)=O)coc2c2ccccc12	1.6	-10	2	-22	0.8	-12	0.7	-2	0.0
O=C1C(C2=NC(c3ccccn3)C3C(=O)N(c4ccc(Cl)cc4Cl)C(=O)C23)=C(O)c2ccccc21 (configuration not stated)	-0.5	-2	-3	-29	0.8	-7	0.7	-3	-0.5
COc1ccccc1NC(=O)c1cc(OC)c(OC)cc1[N+](=O)[O-]	-0.5	-10	4	28	0.5	-3	2.4	-1	1.1
CCOC(=O)N1CCN(CC(=O)Nc2c(C(=O)OC)[nH]c3cccc(Cl)c23)CC1	4.1	-12	4	-25	0.6	-42	-0.1	3	-0.5
Cc1cc(C)c2c(n1)sc1c(=O)n(-c3ccccc3)c(=O)[nH]c12	2.2	-8	6	38	0.8	-497	1.0	3	-1.0
CS(=O)(=O)N(CC(=O)Nc1ccccc1Sc1ccccc1)c1cccc(Br)c1	1.9	-11	2	45	0.1	45	-0.4	-5	-0.2
CC1C(C#N)=C(N)OC2=C1C(=O)CCC2 (configuration not stated)	0.0	-6	1	11	0.1	13	1.0	-2	-0.9
Cc1cc(C)c2cc(C)c(SCC(=O)NCc3ccco3)nc2c1	-1.6	-5	5	77*	-0.4	8	0.4	2	0.6
O=C(c1cccc(Cl)c1)N1CCN(c2ccccn2)CC1	0.3	-25	0	-5	0.1	-8	-0.8	-1	-2.6
